PLAP inhibition = inhibition of human placental alkaline phosphatase – biochemical, luminescence, HTS (AID 690) | purified PLAP, luminescent substrate; higher % means a stronger effect | inhibition, % at 20 µM, or IC50 in µM where a hit was titrated | actives 0.08% (n = 96,000); in the data active = a potency from the dose series; inactive = the rest, 99 in 100 with inhibition below about 30%; also: strong numbers were not always called active
IL1B NFkB pot = enhances IL-1B driven NFkB nuclear translocation | HUVEC IL-1B NFkB p65 nuclear translocation imaging | activation, % at 2 µM | actives 0.3% (n = 94,000) | AID 819;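 active = activation above 40%, about the mean plus 3 SD, also judged a hit on visual image review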;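 also: percent activation is computed from the nuclear over cytoplasmic p65 intensity ratio; values of inactives mirror those of a sister screen read the other way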
NFkB transloc inh = blocks IL-1B driven NFkB nuclear translocation in HUVEC cells | actives 0.43% (n = 94,000) | HUVEC IL-1B NFkB p65 nuclear translocation imaging | inhibition, % at 2 µM;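 active = inhibition above about 30% together with a positive call from visual inspection of the well image, limit read from the data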;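 also: nuclear over cytoplasmic p65 intensity ratio measured by imaging; 0% = IL-1B stimulated DMSO wells and 100% = unstimulated DMSO wells; values of inactives mirror those of a sister screen read the other way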
Bcl-B displacement = displacers of TR3 peptide from Bcl-B, primary screen, selectivity assay for Bfl-1 inhibitor project, biochemical, fluorescence polarization; FP displacement of FITC-TR3 peptide from Bcl-B; higher % means a stronger effect; displacement, % at 20 µM, or IC50 in µM where a hit was titrated; actives 0.11% (n = 96,000); AID 748;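 active = displacement above 50% at 20 µM plus a fluorescence interference ratio under 1.5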;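 also: plate controls were wells without compound for no effect and wells lacking Bcl-B protein for full effect; a part of the inactive calls stands beside numbers as strong as those of hits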
MRP resist rev = compounds reversing MRP-mediated drug resistance; H69AR cells + 2 uM doxorubicin, CellTiter-Glo, 72 h; differential viability (reversal), % at 10 µM; actives 0.04% (n = 85,000); AID 602;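 active = viability drop by adding the cancer drug above about 55%, with treated viability meeting a 40% cutoff, limit read from the data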;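 also: viability without doxorubicin minus viability with 2 µM doxorubicin for each compound; larger differential means the compound sensitizes cells more to doxorubicin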
MRP resist rev cytotoxicity = second read-out of MRP resist rev, no call of its own (marks repeat the call); viability, %; H69AR cells, CellTiter-Glo, 72 h; measured here: cytotoxicity without doxorubicin
MRP resist rev with doxorubicin = second read-out of MRP resist rev, no call of its own (marks repeat the call); viability, %; measured here: viability with 2 uM doxorubicin; active compounds read low
NFkB transloc inh cell count 2 µM = recorded beside NFkB transloc inh, whose call it bears; cell count; measured here: cells passing quality filter;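 raw number of nuclei counted in each imaged well without normalization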
IL1B NFkB pot cell count 2 µM = second read-out of IL1B NFkB pot, no call of its own (marks repeat the call); cell count; measured here: cells passing quality filter
* marks the source's active call; other numbers are inactive results; x = no result given. Some of the compounds tested; the hit share may differ from the screen's.

1) CCCCc1nnc(NC(=O)C2CCCO2)s1 (configuration not stated)
2) CN(C1CCCCC1)S(=O)(=O)c1ccc(NC(=O)CCC(=O)O)cc1
3) O=C(c1c(F)cccc1F)N(Cc1ccccn1)C1CCCC1
4) Cc1ccc(C(=O)O)cc1S(=O)(=O)N1CCSCC1
5) O=C(c1cccs1)N1CCN(c2ccc(F)cc2)CC1

screen / no.	1	2	3	4	5
PLAP inhibition	-12%	x	-7%	-6%	26%
IL1B NFkB pot	3	18	5	-2	1
IL1B NFkB pot cell count 2 µM	104	140	124	215	57
NFkB transloc inh	-3	-18	-5	2	-1
NFkB transloc inh cell count 2 µM	104	140	124	215	57
Bcl-B displacement	-12%	x	-1%	6%	-9%
MRP resist rev	-8	-1	-1	x	0
MRP resist rev cytotoxicity	103	95	99	x	88
MRP resist rev with doxorubicin	111	96	101	x	87

Taken from above.
#1 | IL1B NFkB pot cell count 2 µM: 104
#4 | NFkB transloc inh: 2
#3 | IL1B NFkB pot: 5
#2 | MRP resist rev cytotoxicity: 95

Continued.
6) CN(C1CCCCC1)S(=O)(=O)c1ccc(NC(=O)C2CCCCC2)cc1
7) COc1cccc(C(=O)Nc2cnc(NC(=O)c3ccco3)cc2C)c1
8) FC(F)(F)c1cc(C(F)(F)F)c2ccc(N/N=C/c3ccccc3)nc2n1
9) O=C(/C=C/c1ccco1)Nc1ccc(Oc2ccc(Cl)cc2)cc1
10) CCOC(=O)CSc1nc2c(sc(=S)n2CCc2ccccc2)c(=O)n1Cc1ccco1

screen / no.	6	7	8	9	10
PLAP inhibition	2%	14%	0%	18%	-1%
IL1B NFkB pot	16	10	30	-4	3
IL1B NFkB pot cell count 2 µM	72	169	140	130	95
NFkB transloc inh	-16	-10	-30	4	-2
NFkB transloc inh cell count 2 µM	72	169	140	130	95
Bcl-B displacement	4%	-11%	-30%	-10%	10%
MRP resist rev	18	-3	x	x	-15
MRP resist rev cytotoxicity	47	86	x	x	66
MRP resist rev with doxorubicin	29	89	x	x	81

11) CCOC(=O)c1c(C)c(C(=O)NCc2ccc3c(c2)OCO3)c(C)n1C
12) CC(C)C(NS(=O)(=O)c1cccc2nsnc12)C(=O)Nc1nc2ccc(Cl)cc2s1 (configuration not stated)
13) CCn1c(=O)c(=O)n(CC)c2cc(S(=O)(=O)N3CCc4ccccc43)ccc21
14) Clc1ccc(C2CC(c3ccco3)n3ncnc3N2)cc1Cl (configuration not stated)
15) Cc1cccc(Cn2c(N3CCc4ccccc4C3)nc3c2c(=O)[nH]c(=O)n3C)c1

screen / no.	11	12	13	14	15
PLAP inhibition	17%	6%	-33%	x	13%
IL1B NFkB pot	x	38	-8	6	-18
IL1B NFkB pot cell count 2 µM	x	197	153	79	59
NFkB transloc inh	x	-38	8	-6	18
NFkB transloc inh cell count 2 µM	x	197	153	79	59
Bcl-B displacement	-14%	6%	-26%	x	-3%
MRP resist rev	34	x	-31	x	11
MRP resist rev cytotoxicity	90	x	27	x	92
MRP resist rev with doxorubicin	56	x	59	x	82

16) Cc1nc(OCC(=O)c2ccc(Cl)cc2)c(C#N)c2c1COC(C)(C)C2
17) CS(=O)(=O)Nc1cccc2cccnc12
18) CN1C(=O)/C(=C/c2cn(CC(=O)N3CCCCC3)c3ccccc23)c2ccccc21
19) CN(C)CCCOc1ccc(C(C)(C)c2ccccc2)cc1
20) CCc1ccccc1NC(=O)c1cc2sccc2n1C

screen / no.	16	17	18	19	20
PLAP inhibition	2%	-36%	-3%	-79%	14%
IL1B NFkB pot	-4	0	2	-7	-3
IL1B NFkB pot cell count 2 µM	170	94	63	162	170
NFkB transloc inh	4	0	-2	7	3
NFkB transloc inh cell count 2 µM	170	94	63	162	170
Bcl-B displacement	14%	-9%	-31%	6%	3%
MRP resist rev	-24	-36	-2	-1	-1
MRP resist rev cytotoxicity	56	65	44	28	98
MRP resist rev with doxorubicin	81	101	47	29	99

21) CCc1cc(C(=O)NNC(=S)NCC2CCCO2)cs1 (configuration not stated)
22) CCOC(=O)c1ccc(S(=O)(=O)N2CCNCC2)cc1
23) N#C/C(C(=O)Oc1ccccc1)=C1\C=CC=CN1
24) CC1CCc2nc(N)c(C#N)c(-c3cccn3C)c2C1 (configuration not stated)
25) O=C1C2ON(c3ccccc3)C(c3cccnc3)C2C(=O)N1c1ccccc1 (configuration not stated)

screen / no.	21	22	23	24	25
PLAP inhibition	-120%	-16%	-12%	6%	6%
IL1B NFkB pot	0	-3	-13	1	x
IL1B NFkB pot cell count 2 µM	146	172	93	105	x
NFkB transloc inh	0	4	13	-1	x
NFkB transloc inh cell count 2 µM	146	172	93	105	x
Bcl-B displacement	-8%	-11%	0%	-5%	-9%
MRP resist rev	x	-10	7	-23	4
MRP resist rev cytotoxicity	x	88	83	62	95
MRP resist rev with doxorubicin	x	98	76	85	92

26) CC(C)(C)c1cc(C(c2cccnc2)N2CCN(CCO)CC2)cc(C(C)(C)C)c1O (configuration not stated)
27) O=C(CSc1nc(Cc2ccccc2)nc2ccccc12)c1ccc2c(c1)OCCO2
28) COc1ccc(NC(=O)CN(C)S(=O)(=O)c2ccccc2)cc1OC
29) Cc1ccccc1Cn1cnc2c(nnn2Cc2ccc(F)cc2)c1=O
30) O=C(O)C1=C(C(=O)Nc2ccc(F)c(Cl)c2)CCCC1

screen / no.	26	27	28	29	30
PLAP inhibition	-34%	-5%	5%	1%	-23%
IL1B NFkB pot	-12	x	-5	8	1
IL1B NFkB pot cell count 2 µM	183	x	93	201	111
NFkB transloc inh	12	x	5	-8	0
NFkB transloc inh cell count 2 µM	183	x	93	201	111
Bcl-B displacement	7%	3%	3%	-16%	-1%
MRP resist rev	1	x	8	8	x
MRP resist rev cytotoxicity	2	x	93	95	x
MRP resist rev with doxorubicin	1	x	85	87	x

31) c1csc(-c2cnc3n2CCCC3)c1
32) COc1ccc(C2=CC(c3ccc(Cl)cc3)n3cnnc3N2)cc1OC (configuration not stated)
33) Cc1cc(=O)oc2ccc(OC(=O)c3cccc(S(=O)(=O)N4CCOCC4)c3)cc12
34) CCOC(=O)Nc1ccc2ncn(C)c(=O)c2c1
35) O=C(c1ccc(Cl)cc1)C1CCN(C(=O)N2CCOCC2)CC1

screen / no.	31	32	33	34	35
PLAP inhibition	3%	-53%	8%	16%	9%
IL1B NFkB pot	-16	x	-3	0	-13
IL1B NFkB pot cell count 2 µM	104	x	100	169	205
NFkB transloc inh	16	x	3	0	13
NFkB transloc inh cell count 2 µM	104	x	100	169	205
Bcl-B displacement	-2%	22%	1%	0%	-4%
MRP resist rev	-5	10	2	-3	13
MRP resist rev cytotoxicity	86	90	100	65	104
MRP resist rev with doxorubicin	92	79	99	67	90

36) C=CCNC(=O)C1CC(=O)N(c2ccc(OCC(=O)Nc3ccc(OC)cc3)cc2)C1 (configuration not stated)
37) CCCCCOc1ccccc1C(=O)NCCC(=O)O
38) CCOc1ccccc1-c1nc(C(N)=O)c2[nH]c(=O)n(-c3ccc(F)cc3)c2n1
39) CCOC(=O)c1sc(Nc2ccccc2)nc1C
40) O=C1CC(NCc2ccc3c(c2)OCO3)C(=O)N1Cc1ccc2c(c1)OCO2 (configuration not stated)

screen / no.	36	37	38	39	40
PLAP inhibition	-19%	-7%	2%	7%	-12%
IL1B NFkB pot	2	0	-7	-9	-6
IL1B NFkB pot cell count 2 µM	164	166	133	159	87
NFkB transloc inh	-2	0	6	9	6
NFkB transloc inh cell count 2 µM	164	166	133	159	87
Bcl-B displacement	-2%	4%	1%	6%	-14%
MRP resist rev	12	-1	-11	9	9
MRP resist rev cytotoxicity	100	88	43	87	102
MRP resist rev with doxorubicin	89	89	54	78	93

Record cards, from the list above. Order of screens: PLAP inhibition, IL1B NFkB pot, IL1B NFkB pot cell count 2 µM, NFkB transloc inh, NFkB transloc inh cell count 2 µM, Bcl-B displacement, MRP resist rev, MRP resist rev cytotoxicity, MRP resist rev with doxorubicin
CCOC(=O)CSc1nc2c(sc(=S)n2CCc2ccccc2)c(=O)n1Cc1ccco1 is listed with -1%, 3, 95, -2, 95, 10%, -15, 66, 81
CCCCCOc1ccccc1C(=O)NCCC(=O)O is listed with -7%, 0, 166, 0, 166, 4%, -1, 88, 89
COc1ccc(NC(=O)CN(C)S(=O)(=O)c2ccccc2)cc1OC is listed with 5%, -5, 93, 5, 93, 3%, 8, 93, 85

Following part.
41) Cc1[nH]nc(N2CCCCC2)c1[N+](=O)[O-]
42) O=C(Nc1cccc2ncccc12)c1cccnc1
43) O=S1(=O)CC(O)C(Nc2ccc(Cl)cc2)C1 (configuration not stated)
44) Cc1cc(Cl)c(OCCCn2cncn2)c(Br)c1
45) O=C1c2ccccc2-c2c1cccc2C(=O)N1CCN(C(=O)c2ccco2)CC1

screen / no.	41	42	43	44	45
PLAP inhibition	7%	-20%	x	26%	-12%
IL1B NFkB pot	20	21	-6	9	-4
IL1B NFkB pot cell count 2 µM	93	106	147	114	167
NFkB transloc inh	-20	-21	6	-9	4
NFkB transloc inh cell count 2 µM	93	106	147	114	167
Bcl-B displacement	-1%	6%	x	-8%	7%
MRP resist rev	1	0	1	-7	9
MRP resist rev cytotoxicity	89	93	98	96	87
MRP resist rev with doxorubicin	88	92	97	104	78

46) c1ccc(CN2CCN(CCCNc3ccc4nnc(-c5ccccc5)n4n3)CC2)cc1
47) CC(C)(C)NS(=O)(=O)c1ccc(NC(=O)c2cc(-c3ccccc3)nc3ccccc23)cc1
48) Cc1ccc(Cn2c(SCC(C)C)nc3c2c(=O)[nH]c(=O)n3C)cc1
49) CC(C)=CCCC(C)N(C=O)C(C)CCC=C(C)C (configuration not stated)
50) CN(C)C(=O)CSCc1c(Cl)cccc1Cl

screen / no.	46	47	48	49	50
PLAP inhibition	-56%	-5%	17%	x	24%
IL1B NFkB pot	34	3	-2	4	-4
IL1B NFkB pot cell count 2 µM	38	160	145	128	203
NFkB transloc inh	-34	-4	2	-4	4
NFkB transloc inh cell count 2 µM	38	160	145	128	203
Bcl-B displacement	1%	1%	-5%	x	-2%
MRP resist rev	2	x	x	-10	6
MRP resist rev cytotoxicity	104	x	x	85	101
MRP resist rev with doxorubicin	102	x	x	95	96

51) N#Cc1cccc(NC(=O)N2CCC(c3nc4c(nnn4Cc4cccc(Cl)c4)c(=O)[nH]3)CC2)c1
52) COC(=O)c1cccnc1-n1c(=O)c2cccnc2n(Cc2ccc(Cl)cc2)c1=O
53) O=C(Cc1cccs1)Nc1ccc(S(=O)(=O)N2CCCCC2)cc1
54) CCSCC1COC(c2cccn2Cc2ccc(C)cc2)=N1 (configuration not stated)
55) Cn1c(SCC(=O)N2CCCc3ccccc32)nnc1-c1c[nH]c2ccccc12

screen / no.	51	52	53	54	55
PLAP inhibition	-22%	-52%	-2%	-15%	18%
IL1B NFkB pot	-6	23	8	-7	5
IL1B NFkB pot cell count 2 µM	95	164	131	151	96
NFkB transloc inh	6	-23	-8	7	-5
NFkB transloc inh cell count 2 µM	95	164	131	151	96
Bcl-B displacement	-5%	4%	34%	10%	-6%
MRP resist rev	-5	11	1	14	x
MRP resist rev cytotoxicity	75	94	89	90	x
MRP resist rev with doxorubicin	80	83	88	76	x

56) CCN(CC)c1ccc(NC(=O)CCCCCN2C(=O)c3ccccc3C2=O)cc1
57) CCOC(=O)c1c(-c2ccccc2Cl)cn2ccccc12
58) CC(C)C(=O)NCCSc1c[nH]c2ccccc12
59) CCOC(=O)CC(=O)Nc1nc2ccccc2s1
60) CCC(C)OC(=O)C1=C(C)NC(=O)CC1c1ccccc1OC (configuration not stated)
61) O=S(=O)(/N=C(/c1ccccc1Cl)N1CCOCC1)c1ccccc1

screen / no.	56	57	58	59	60	61
PLAP inhibition	-24%	0%	4%	-44%	-34%	-1%
IL1B NFkB pot	18	-1	8	9	17	-5
IL1B NFkB pot cell count 2 µM	104	144	80	144	161	106
NFkB transloc inh	-18	0	-8	-9	-17	5
NFkB transloc inh cell count 2 µM	104	144	80	144	161	106
Bcl-B displacement	0%	3%	0%	-7%	-2%	2%
MRP resist rev	0	x	-2	12	17	x
MRP resist rev cytotoxicity	84	x	75	97	95	x
MRP resist rev with doxorubicin	84	x	77	85	78	x

Source: PubChem BioAssay (several laboratories)
